High-throughput results (PubChem)
APOBEC3G inh = APOBEC3G (human) deaminase inhibition; recombinant A3G, ssDNA deamination FAM/TAMRA fluorescence; Q9HC16; inhibition, % at 20 µM; 0.28% of 330,000 active;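 active = inhibition of at least 40% at 20 µM, with no more than 30% in the related APOBEC3A deaminase screen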;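 note: plate controls were DMSO wells with A3G for no effect and wells lacking A3G enzyme for full effect; some compounds called inactive have numbers as strong as hits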
Target sequence (Q9HC16 whole entry, looked up): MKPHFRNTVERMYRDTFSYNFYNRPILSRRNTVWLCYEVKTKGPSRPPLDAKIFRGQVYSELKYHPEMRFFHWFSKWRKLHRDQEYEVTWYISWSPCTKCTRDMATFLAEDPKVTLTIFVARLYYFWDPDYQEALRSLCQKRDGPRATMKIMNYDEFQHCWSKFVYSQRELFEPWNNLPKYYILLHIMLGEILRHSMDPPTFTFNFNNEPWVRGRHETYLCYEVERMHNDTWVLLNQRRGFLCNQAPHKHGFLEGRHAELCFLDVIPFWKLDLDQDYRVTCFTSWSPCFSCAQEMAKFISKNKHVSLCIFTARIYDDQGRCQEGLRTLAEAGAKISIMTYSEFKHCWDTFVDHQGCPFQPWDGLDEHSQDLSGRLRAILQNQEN
SENP8 block-1 = inhibitors of human SENP8 protease. purified SENP8, Z-RLRGG-aminoluciferin cleavage, luminescence. inhibition, % at 10 µM. Q96LD8. 1.2% of 330,000 active. AID 2540; in the data active = inhibition above about 50%
Target sequence (Q96LD8 whole entry, looked up): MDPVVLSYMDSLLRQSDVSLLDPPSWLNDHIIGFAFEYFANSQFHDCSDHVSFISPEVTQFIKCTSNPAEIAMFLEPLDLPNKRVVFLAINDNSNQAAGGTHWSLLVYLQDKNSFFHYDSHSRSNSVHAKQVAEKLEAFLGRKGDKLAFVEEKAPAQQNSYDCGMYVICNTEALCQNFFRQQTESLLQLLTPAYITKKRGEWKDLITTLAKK
SENP1 inh = inhibitors of human SENP1 SUMO protease catalytic domain; recombinant SENP1 catalytic domain, CyPet-SUMO1-YPet FRET cleavage; 0.21% of 360,000 active; AID 624204; Q9P0U3; inhibition, % at 10 µM;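 active = inhibition at least 30% at 10 µM, raw YFP signal under a set limit, fluorescence ratio 0.5 to 1.5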;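 note: 0% = enzyme with DMSO and 100% = no enzyme wells; some results filed as inactive read as strong as hits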
Target sequence (Q9P0U3 419-644 limits assumed): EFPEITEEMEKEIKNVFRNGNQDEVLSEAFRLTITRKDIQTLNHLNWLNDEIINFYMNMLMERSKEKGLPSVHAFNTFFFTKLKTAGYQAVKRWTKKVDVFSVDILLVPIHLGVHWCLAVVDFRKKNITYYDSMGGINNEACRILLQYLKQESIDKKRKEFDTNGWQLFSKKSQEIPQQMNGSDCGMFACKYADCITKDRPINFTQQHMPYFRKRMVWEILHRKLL
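Test system: human SENP1 catalytic domain; medium: Tris pH 8 buffer plus EDTA, NaCl, BME, BSA, NP40, catalase; incubation: 50 min reaction at room temperature; technique: FRET, CFP and YFP emission; controls: no-enzyme low control and enzyme-plus-DMSO high control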
SENP8 block-2 = blocks human SENP8 cleavage of Nedd8 substrate. Q96LD8. recombinant SENP8, Nedd8 substrate fluorescence. inhibition, % at 20 µM. 0.64% of 360,000 active. AID 602440; in the data active = inhibition mostly above about 40%, no sharp cut-off; inactive = mostly below about 27%
Apaf-1 inh = blocks human Apaf-1 apoptosome activity | O14727 | reconstituted apoptosome caspase-3 activity, DEVD-Rh110 fluorescence | inhibition, % at 20 µM | 0.71% of 330,000 active; active = inhibition of at least 40% at 20 µM;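 note: plate controls were DMSO wells for no effect and DEVD-CHO caspase inhibitor wells for full effect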
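System: reconstituted apoptosome with Apaf-1, cytochrome c, caspase-9, procaspase-3, dATP; Signal: Rh110 fluorescence intensity; Schedule: 30 min compound preincubation, 50 min activation, room temperature; Reagent: cytochrome c trigger plus (Z-DEVD)2-Rh110 caspase-3 substrate.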
UBC13 polyUb = inhibitors of human UBC13 polyubiquitin chain formation. AID 485273. inhibition, % at 20 µM. 0.47% of 330,000 active. TR-FRET. P61088; in the data active = inhibition above about 45%, passing the limit was not always enough; inconclusive = no clear call, values can overlap the other calls
Target sequence (P61088 whole entry, looked up): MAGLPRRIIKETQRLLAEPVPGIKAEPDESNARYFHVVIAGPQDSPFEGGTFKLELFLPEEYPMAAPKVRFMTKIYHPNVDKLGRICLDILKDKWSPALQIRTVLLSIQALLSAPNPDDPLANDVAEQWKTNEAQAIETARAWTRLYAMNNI
SENP6 block = SENP6 protease inhibition; Recombinant SENP6 catalytic domain, aminoluciferin luminescence; inhibition, % at 10 µM; 1.8% of 330,000 active; AID 2599;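 active = inhibition above about 50% at the single tested dose, limit read from the data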;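 note: plate controls were DMSO wells with enzyme for no effect and DMSO wells lacking enzyme for full effect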
SENP7 inh = inhibitors of human SENP7 protease; recombinant SENP7, Z-RLRGG-aminoluciferin luminescence, 40 min; inhibition, % at 5 µM; Q9BQF6; 1.5% of 330,000 active;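 active = inhibition above about 50% at the single test dose, limit read from the data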;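 note: plate controls were DMSO with enzyme for no effect and no enzyme buffer wells for full effect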
* hit, by the source's call; i = inactive; ? = inconclusive; & = joins results of further samples. Random draw from the library. About 3.6% of those tested had a hit in this group.

entry	SMILES	APOBEC3G inh	SENP8 block-1	SENP1 inh	SENP8 block-2	Apaf-1 inh	UBC13 polyUb	SENP6 block	SENP7 inh
1	O=C(O)c1ccccc1C(=O)Nc1ccc(Oc2ccccc2)cc1	-13	-11	-1	16	-3	1	-8	5
2	CCOC(=O)c1ccc(NC(=O)C2CC(O)CN2S(=O)(=O)c2ccc(C)cc2)cc1 (configuration not stated)	-1	6	2	4	1	-1	-4	13
3	Cc1ccc(C)c(-n2c(SCC(=O)N3CCCC3)nnc2-c2ccccn2)c1	-3	-2	1	14	0	4	-13	0
4	O=C(c1cccs1)N1CCc2ccccc21	-2	40	-1	8	-1	1	60*	61*
5	N#Cc1c(Nc2ccccc2)c(C=O)c[nH]c1=O	-5	-4	-4	22	3	-2	-16	-1
6	c1ccc(-c2cc(N3CCCCC3)nc(-c3ccccc3)n2)cc1	0	-2	0	i	-3	11	-4	-1
7	CCOC(=O)C1CCc2nc3ccccc3c(=O)n21 (configuration not stated)	-2	2	-2	11	-10	9	-5	-3
8	CC(C)CCNC(=O)CCCn1c(=O)[nH]c2ccc(Br)cc2c1=O	-4	3	0	20	9	2	-19	-6
9	O=C(c1oc(=O)c2ccccc2c1-c1ccccc1)N1CCC(O)CC1	0	0	0	16	-4	5	0	5
10	CCN=c1scc(C)n1/N=C/c1cc(Br)c(O)c(OC)c1	4	-6	-73	-109	-8	-14	-8	9
11	Cc1cc(S(=O)(=O)NC2CCCCC2)ccc1-n1cnnn1	-6	-12	0	4	0	-8	-8	-7
12	CCN(CC)S(=O)(=O)c1ccc(OC)c(NC(=O)COc2ccc3c(C)cc(=O)oc3c2)c1	-4	7	-4	-140	-14	18	8	1
13	CCOc1ccc2nc(SC3CC(=O)N(c4ccc(OC)cc4OC)C3=O)sc2c1 (configuration not stated)	-1	6	-2	19	-2	4	-5	0
14	O=C(NC1CC2CCCC(C1)N2C(=O)Nc1ccccc1Cl)C1CC1 (configuration not stated)	-6	6	1	8	4	15	-26	-4
15	Cc1ccc(Cn2c(C)c3cnn(CC(=O)NC4CCCC4)c(=O)c3c2C)cc1	-7	2	-1	-7	4	1	11	3
16	NS(=O)(=O)c1ccc(CCNC(=O)COC(=O)Cc2ccc([N+](=O)[O-])cc2)cc1	-5	9	7	18	-20	3	-7	2
17	O=C(c1ccco1)N1CCN(C(=O)C2(S(=O)(=O)c3ccc(Cl)cc3)CC2)CC1	10	4	0	9	8	-12	0	10
18	CNC(=S)Nc1ccc(OC(F)(F)F)cc1	9	-1	-2	0	5	-2	-16	10
19	CCOc1cc(C(c2c(C)[nH][nH]c2=O)c2c(C)[nH][nH]c2=O)ccc1OS(=O)(=O)c1ccccc1	-4	-7	2	44*	31	-14	11	-7
20	CS(=O)(=O)Nc1nc2n(n1)C(c1ccc(F)cc1)CC(c1ccccc1)N2 (configuration not stated)	-5	13	3	2	-18	5	-5	-3
21	CC(=O)Nc1nc2c(s1)C(=O)NCC(C)(C)C2	-7	-13	-1	13	-9	-7	-6	9
22	COc1ccccc1CNC(=O)CCNS(=O)(=O)c1cccc2nonc12	-7	10	0	13	4	9	-9	2
23	CCCCNC(=O)c1onc(CSc2ccccn2)c1C(=O)NCCCC	-1	-8	0	9	26	0	-6	1
24	COc1ccc(-n2c(SCC(=O)N3CCCCC3C)nnc2-c2cccnc2)cc1 (configuration not stated)	-11	-6	3	28	10	-1	-16	-11
25	COc1ccc(OCCCC(=O)N(C)CC(=O)Nc2ccccc2Cl)cc1	-1	0	0	2	12	2	7	0
26	O=C(Cn1cc(C(=O)c2cccs2)c2ccccc21)NCC1CCCO1 (configuration not stated)	-6	-3	1	4	-4	22	-7	-1
27	COC(=O)c1c(NC(=O)C(=O)N2CCOCC2)sc2c1CCC2	-4	5	-4	-25	8	-5	-2	4
28	COc1ccc(C(=O)C2CCCN(C(=O)c3cc(C(C)C)no3)C2)cc1F (configuration not stated)	-4	3	4	8	-10	8	6	2
29	COc1ccc(C(CNC(=O)c2cccc(NS(=O)(=O)c3ccccc3)c2)N(C)C)cc1 (configuration not stated)	-7	-1	-8	-30	3	0	1	-9
30	Cc1ccc(C)c(S(=O)(=O)Nc2ccc(C(=O)NCC(c3ccco3)N3CCCCC3)cc2)c1 (configuration not stated)	-5	5	-1	3	10	3	8	-4
31	CN(Cc1c(C(=O)N/N=C/c2ccccc2F)nnn1-c1nonc1N)c1ccccc1	0	-1	0	10	20	-6	7	9
32	O=C(NCc1ccc(F)cc1)C1CC(=O)N(CCc2ccccc2)C1 (configuration not stated)	-2	1	1	26	0	-1	2	12
33	C/C(=N/Nc1ncc(C(F)(F)F)cc1Cl)c1ccncc1	-7	6	-2	-54	2	1	0	6
34	C[C@]12CCC(=O)C[C@@H]1CC[C@@H]1[C@@H]2CC[C@]2(C)[C@@H](C(=O)COC(=O)CCC(=O)O)CC[C@@H]12	-8&-9	-15&2	-1&1	17&20	9&-1	-8&4	-15&5	-19&2
35	O=C1NCCOC(=O)[C@@H](Cc2ccc(F)cc2)C/C=C\C[C@@H]1CC(=O)N(CCO)Cc1ccccc1	-1	5	4	15	-2	-1	-5	-3
36	C/C(=N\NC(N)=O)c1cc(Cl)cc(Cl)c1O	-5	-13	-25	-37	-8	14	-1	0
37	O=C(Nc1nnc(C2CCCO2)s1)c1cccs1 (configuration not stated)	-5	1	0	-4	-22	-2	-2	-3
38	Cc1nn(C(C)C(=O)NCc2ccccc2F)c(=O)c2nn(-c3ccccc3)c(C)c12 (configuration not stated)	0	8	0	4	10	-3	5	-6
39	CC(C)C[C@H]1CN=C(Nc2ccccc2)N1CCCC1CCCC1	-10	4	2	19	12	44	-22	4
40	COc1ccc(C(=O)NCCNc2ncc(C(F)(F)F)cc2Cl)cc1[N+](=O)[O-]	-7	5	-2	6	13	-4	1	2
41	Cc1c(C(=O)N2CCCC2)sc(NC(=O)c2cccc(Cl)c2)c1C#N	-5	-5	-45	-1	7	-2	-14	-4
42	CC(=O)CCc1ccc2oc(C(=O)O)c(C)c2c1	-2	-7	-2	4	0	0	-27	-3
43	COc1ccc(OC)c(Nc2nc(NCCCN(C)C)nc(N)c2[N+](=O)[O-])c1	6	-1	-2	20	4	?	-13	1
44	COc1ccc(OC)c(-n2c(=S)[nH]c3cc(C(=O)N(C)Cc4ccccc4)ccc3c2=O)c1	-4	2	3	14	-2	1	-4	-3
45	Cc1ccc(S(=O)(=O)N2CCCCC2)cc1C(=O)Nc1ccc(N2CCOCC2)cc1	1	3	-3	18	3	-3	-7	3
46	O=C(COc1ccc(Br)cc1)NNC(=S)NCc1ccccc1	-6	1	1	17	7	0	-6	10
47	COc1cc(/C=N/N(C)c2ccccc2)ccc1O	-2	45	1	3	10	-4	5	5
48	CC(NC(=O)CCC(=O)NCc1ccc(F)cc1)c1ccccc1 (configuration not stated)	0	9	-1	4	-1	-3	-6	6

Quoted from the listing.
SENP8 block-1, #44 reads 2
SENP6 block, #43 reads -13
SENP8 block-1, #38 reads 8
APOBEC3G inh, #42 reads -2
APOBEC3G inh, #48 reads 0
UBC13 polyUb, #45 reads -3

In another format: results already given
The line under a structure holds: APOBEC3G inh	SENP8 block-1	SENP1 inh	SENP8 block-2	Apaf-1 inh	UBC13 polyUb	SENP6 block	SENP7 inh
43. COc1ccc(OC)c(Nc2nc(NCCCN(C)C)nc(N)c2[N+](=O)[O-])c1
→ 6	-1	-2	20	4	?	-13	1
44. COc1ccc(OC)c(-n2c(=S)[nH]c3cc(C(=O)N(C)Cc4ccccc4)ccc3c2=O)c1
→ -4	2	3	14	-2	1	-4	-3
45. Cc1ccc(S(=O)(=O)N2CCCCC2)cc1C(=O)Nc1ccc(N2CCOCC2)cc1
→ 1	3	-3	18	3	-3	-7	3

Three compounds from above, showing only SENP6 block, APOBEC3G inh and SENP8 block-2:
item	Compound	SENP6 block	APOBEC3G inh	SENP8 block-2
43	COc1ccc(OC)c(Nc2nc(NCCCN(C)C)nc(N)c2[N+](=O)[O-])c1	-13	6	20
44	COc1ccc(OC)c(-n2c(=S)[nH]c3cc(C(=O)N(C)Cc4ccccc4)ccc3c2=O)c1	-4	-4	14
45	Cc1ccc(S(=O)(=O)N2CCCCC2)cc1C(=O)Nc1ccc(N2CCOCC2)cc1	-7	1	18

Reprinted at random: 2 records from the list, in no set order.
entry	SMILES	APOBEC3G inh	SENP8 block-1	SENP1 inh	SENP8 block-2	Apaf-1 inh	UBC13 polyUb	SENP6 block	SENP7 inh
40	COc1ccc(C(=O)NCCNc2ncc(C(F)(F)F)cc2Cl)cc1[N+](=O)[O-]	-7	5	-2	6	13	-4	1	2
43	COc1ccc(OC)c(Nc2nc(NCCCN(C)C)nc(N)c2[N+](=O)[O-])c1	6	-1	-2	20	4	?	-13	1

(next part)
entry	SMILES	APOBEC3G inh	SENP8 block-1	SENP1 inh	SENP8 block-2	Apaf-1 inh	UBC13 polyUb	SENP6 block	SENP7 inh
49	Cc1ccc(/C=N/N(Cc2ccccc2)c2ccccc2)o1	-7	-9	0	14	0	0	-4	3
50	Nc1nc2ccccc2n1/N=C/c1ccc(-c2ccccc2)o1	-3	7	-60	2	37	0	45	10
51	CC(Sc1nnc(-c2ccco2)n1C)C(=O)Nc1nccs1 (configuration not stated)	-5	-6	-3	-3	-9	-9	1	4
52	CN(C(=O)CC1C(=O)NCCN1Cc1ccc(F)c(F)c1)C1CCCCC1 (configuration not stated)	-6	-12	-19	-90	12	-1	-20	5
53	Cc1ccc(-c2nn(C)c(=O)c3ccccc23)cc1CO	-2	9	-1	14	2	1	7	2
54	CC1C(=O)OC2C1CCC1(C)CCC(=O)C(C)C21 (configuration not stated)	-5	-2	1	4	1	-1	3	-9
55	Cc1nc(-c2ccc(S(=O)(=O)NCc3cccnc3)s2)cs1	4	5	4	-25	0	-1	-13	-1
56	COc1ccc(N(CC(=O)Nc2ccc(C)c(C)c2)S(=O)(=O)c2c(C)n[nH]c2C)cc1	-4	1	4	12	4	0	6	5
57	COc1ccccc1-c1c(C)oc2cc(OC(=O)c3ccco3)ccc2c1=O	-7	-19	1	-212	-1	6	-25	-14
58	Cc1cccc(NC(=O)COc2ccc3oc4c(c3c2)CCCC4)n1	0	-1	2	-15	-2	-4	-4	4
59	N#Cc1ccc(Cl)cc1NC(=O)COC(=O)c1ccc(S(=O)(=O)N2CCCC2)cc1	-1	6	-1	1	-18	6	4	-4
60	CCCC(=O)N1CCN(c2ccc(NC(=O)c3cccs3)cc2Cl)CC1	-7	-19	0	15	7	-12	-21	-8
61	O=C(Nc1ccccc1C(=O)NC(Cc1ccccc1)C(=O)NC1CCCCC1)c1ccccc1 (configuration not stated)	-6	7	0	17	-4	-6	-7	-12
62	CCN(C(=O)CSc1ncccn1)C1CCS(=O)(=O)C1 (configuration not stated)	-6	0	-2	19	-2	-1	-2	-2
63	CSCC[C@H](NC(=O)C1CCN(C(=O)[C@H](Cc2ccccc2)NS(=O)(=O)c2ccc(C)cc2)CC1)C(=O)O	-10	-6	2	15	-1	-2	-43	-2
